High-throughput results deposited in PubChem BioAssay by National Center for Advancing Translational Sciences (NCATS).
Vif-APOBEC3F blk: blocks the Vif interaction with APOBEC3F; actives 0.2% (n = 390,000); Potency, µM (titrated, usually from 46.1 µM), for the others: at the top dose activity, negative = active; HeLa A3F-eYFP + Vif (tagged APOBEC3F with the HIV-1 protein that degrades it), YFP fluorescence increase; further: potency means the concentration at half of the fitted maximal effect; % of control where 0% means no effect; nearly all actives have a fitted effect of over 65% in size
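HeLa cells stably expressing A3F-eYFP plus Vif, plated and incubated overnight at 37 deg C, then exposed to compounds overnight at 37 deg C. Blocked degradation read as raised yellow fluorescence (Ex 488/Em 500-530).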
Vif-A3G inh: inhibitors of Vif-APOBEC3G interaction. Potency, µM (highest dose often 46.1 µM), for the others: top-dose activity, negative = active, usual class: inhibitors. AID 602310. actives 0.076% (n = 410,000). HeLa A3G-eYFP + Vif (tagged APOBEC3G with the HIV-1 protein that degrades it), YFP fluorescence, overnight;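 further: potency means the concentration at half of the fitted maximal effect; on the % scale 0 is the no-effect control and ±100 the full control effect; nearly all actives have a fitted effect of over 60% in size; hits raise eYFP signal because A3G escapes Vif-driven loss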
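HeLa cells stably expressing Vif and C-terminally eYFP-tagged A3G, seeded overnight at 37 deg C, then exposed to compound by pintool overnight at 37 deg C. Rise in yellow fluorescence (Ex 488/Em 500-530, Acumen) marks blocked Vif-driven A3G degradation.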
D1 ag: activates the human D1 dopamine receptor; HEK293 T-REx D1 cells, calcium flux, agonist mode; activation, % at 2 µM; actives 1% (n = 360,000); P21728; AID 504660; in the data active means activation above about 30%; further: 0% is about no effect
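Tetracycline-induced HEK293 TREx D1 cells, force-coupled to calcium signalling, were dye-loaded with a no-wash calcium kit. Compound was pin-added after a 10 s baseline. Fluorescence was read kinetically at 1 cycle/s for 180 s, with calcium rises flagged as agonism.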
RXFP1 ag: activates the human relaxin receptor RXFP1. HEK293T-RXFP1 cAMP TR-FRET, 30 min; response scale: percent of porcine relaxin response, buffer zero. Potency, µM (titrated, usually from 57.5 µM), inactives show top-dose activation, hits mostly activators. actives 0.3% (n = 370,000). AID 2676; further: potency means the concentration at half of the fitted maximal effect; on the % scale 0 is the no-effect control and ±100 the full control effect; nearly all actives have a fitted effect of over 60% in size; many of its hits are not listed in these tables
Target sequence (Q9HBX9 whole entry, looked up): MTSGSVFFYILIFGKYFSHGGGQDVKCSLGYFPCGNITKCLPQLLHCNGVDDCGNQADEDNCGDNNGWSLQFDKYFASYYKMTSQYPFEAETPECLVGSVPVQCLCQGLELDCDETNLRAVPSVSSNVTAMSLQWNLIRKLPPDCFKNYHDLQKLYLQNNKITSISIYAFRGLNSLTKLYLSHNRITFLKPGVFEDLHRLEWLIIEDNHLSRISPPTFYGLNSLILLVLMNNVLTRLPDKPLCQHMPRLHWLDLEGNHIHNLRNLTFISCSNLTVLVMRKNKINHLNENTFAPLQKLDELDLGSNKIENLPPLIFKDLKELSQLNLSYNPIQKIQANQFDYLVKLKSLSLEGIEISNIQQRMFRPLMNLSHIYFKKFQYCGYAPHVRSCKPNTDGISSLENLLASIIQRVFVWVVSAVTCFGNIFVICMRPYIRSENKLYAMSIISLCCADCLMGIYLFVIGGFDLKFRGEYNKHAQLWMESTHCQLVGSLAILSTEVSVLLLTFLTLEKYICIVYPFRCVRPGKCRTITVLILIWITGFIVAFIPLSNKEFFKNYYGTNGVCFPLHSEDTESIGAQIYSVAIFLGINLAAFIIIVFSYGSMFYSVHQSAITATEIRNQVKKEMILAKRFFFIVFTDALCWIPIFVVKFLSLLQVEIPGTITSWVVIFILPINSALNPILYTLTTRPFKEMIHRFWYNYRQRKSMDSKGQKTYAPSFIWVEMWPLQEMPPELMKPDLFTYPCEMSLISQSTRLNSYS
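HEK293T cells stably expressing RXFP1 were pretreated with the PDE4 inhibitor Ro 20174, exposed to compounds for 30 min at 37C, lysed, and cAMP was read by TR-FRET. Data normalized to buffer (basal) and 29 nM porcine relaxin (100%).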
D1 PAM: human D1 dopamine receptor positive modulation | P21728 | actives 0.036% (n = 360,000) | potentiation, % at 10 µM | HEK293 TREx D1 cells, calcium flux, dopamine EC20 potentiation; in the data active means potentiation above about 30%; further: 0% is about no effect
D2 potentiator: positive allosteric modulators of human D2 dopamine receptor; HEK293 T-REx D2, calcium flux, EC20 dopamine potentiation; potentiation, % at 10 µM; actives 0.34% (n = 340,000);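 active means potentiation over 3 SD above the plate norm, cut at about 30% in these data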; further: 0% is about no effect
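Primary screen. Calcium kinetics in induced HEK293 T-REx D2 cells: compound pre-addition 180 s, EC20 dopamine, 180 s more.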
D1 antag: human D1 dopamine receptor antagonism | HEK293 TREx D1 cells, calcium flux, dopamine EC80; hits give low values | activity change, negative = inhibition, % at 10 µM | actives 3.2% (n = 360,000) | AID 504652; in the data active means activity change below about -30%; further: on the % scale 0 is the no-effect control and ±100 the full control effect
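Kinetic fluorescence of a calcium dye serves as the read-out. D1-expressing Hek293 Trex cells, induced overnight at 30 C, are exposed to compound for 180 s before an EC80 dopamine addition, then read 180 s further.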
LDHA inh: blocks human lactate dehydrogenase A | actives 0.15% (n = 480,000) | activity change, % (values are at about 110 or 230 µM) | AID 1347041 | purified LDHA, NADH/diaphorase-resazurin fluorescence; hits give low values; in the data active means activity change below about -30%; inconclusive means mostly about -25% to -30%;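 further: plate controls were DMSO wells for no effect and wells without enzyme for full effect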
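Resorufin fluorescence (ex540/em590), read at 0 and 20 min after diaphorase/resazurin addition, reports the NADH left after a 5 min room-temperature reaction of 2 nM human LDH5 with 0.06 mM NADH and 0.2 mM pyruvate.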
Glioma ERSR ind: induces the endoplasmic reticulum stress response in human glioma cells; U87-MG GRP78 promoter luciferase reporter, 16 h; actives 0.02% (n = 420,000); Potency, µM, for inactives: top-dose activation, hits mostly activators; further: potency means the concentration at half of the fitted maximal effect; series mostly up to about 76 µM; % of control where 0% means no effect; nearly all actives have a fitted effect of over 35% in size
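Stably transfected U87-MG glioma cells carrying a GRP78-based luciferase sensor; 16 h compound incubation. Luminescence end-point read 10 min after Bright-Glo addition at room temperature.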
* = called active by the depositor; ? = inconclusive; . = not tested or not shown; & = joins results of further samples. Unless noted, the call rests on the fitted dose curve; in most records, active means well fitted curve in the direction sought with a large enough effect; inconclusive means small, poorly fitted or top-dose-only effect, or another doubt; inactive means no such curve, though single readings can be large; an effect the other way counts as inactive or inconclusive. Some of the compounds tested; count on the stated rates, not on these rows.

SMILES | Vif-APOBEC3F blk | Vif-A3G inh | D1 ag | RXFP1 ag | D1 PAM | D2 potentiator | D1 antag | LDHA inh | Glioma ERSR ind
CCCCN1C(=O)/C(=C(/C#N)C(=O)N2CCCC2)c2ccccc21 | 0.1% | -0.1% | -0.6 | 0.7% | -10.4 | -0.9 | -25.0 | -9.6 | -3.8%
CSc1cccc(NC(=O)N2CCCC(CNS(=O)(=O)Cc3ccccc3)C2)c1 (stereo not drawn) | 5.3% | 1.2% | 3.2 | -0.4% | -7.9 | -9.0 | -10.2 | -1.2 | -1.0%
O=C(Nc1ccc(S(=O)(=O)NC2=NCCCCC2)cc1)C1COc2ccccc2O1 (stereo not drawn) | -0.3% | -0.8% | 3.7 | 0.2% | 2.9 | -0.9 | -10.4 | -0.2 | -4.4%
CS(=O)(=O)N(Cc1ccc(Cl)cc1)c1ccc(C(=O)NCCSc2ccccn2)cc1 | -4.4% | -14.2% | 12.7 | 1.7% | -3.4 | 7.4 | -3.2 | -5.8 | -3.1%
O=c1cc(-c2nn[nH]n2)[nH]c(=O)[nH]1 | -11.6% | 1.6% | . | . | . | . | . | 6.8 | -1.6%
C/C(=N\NC(=O)c1ccc(O)cc1)c1ccc(NC(=O)Cc2ccccc2)cc1 | -26.9% | 0.5% | 2.1 | 2.2% | -6.4 | -1.3 | -17.3 | -1.0 | 3.6%
Cc1ccc(C(=O)Nc2ccc(-n3c(C)nc4ccccc4c3=O)cc2)cc1[N+](=O)[O-] | -12.9% | -1.4% | 17.8 | 0.1% | 2.1 | 10.1 | . | -1.6 | -0.4%
CCN(CC)CCOCCOc1cc(C)c(Cl)c(C)c1 | -6.8% | -0.5% | 2.6 | -0.2% | -3.4 | -10.0 | -2.3 | -3.3 | -3.5%
CC(C)Cc1nnc(NC(=O)Nc2ccccc2)s1 | 0.0% | -2.6% | 5.0 | -1.8% | 0.5 | 7.5 | 1.5 | 0.3 | -3.0%
O=C1/C(=C\c2ccc(Cl)c(Cl)c2)CN(C(=O)CCN2CCOCC2)C/C1=C/c1ccc(Cl)c(Cl)c1 | 1.0% | ? | . | . | . | . | . | -4.6 | -13.7%
COc1ccc(Br)cc1C(=O)N/N=C/c1ccc([N+](=O)[O-])cc1 | -12.0% | -9.6% | 1.1 | -0.7% | 0.2 | -7.6 | -4.6 | -11.7 | -3.1%
CC(Oc1ccc(C#N)cc1)C(=O)N1CC=C(c2ccccc2)CC1 (stereo not drawn) | -14.4% | ? | . | . | . | . | . | -12.0 | -4.2%
CCOc1cc(/C=N/Nc2nc3ccccc3[nH]2)cc(Br)c1OCC(=O)N(C)C | 8.7% | 0.0% | 0.6 | 2.1% | -9.7 | -7.6 | -5.7 | -6.4 | -5.7%
CC(C)C(C(=O)NC1=NCCS1)c1ccc(Cl)cc1 (stereo not drawn) | 1.4% | -0.2% | 9.2 | 3.1% | 3.1 | -1.9 | -10.9 | 0.0 | 1.9%
COc1ccc(CCn2c(=N)c(C(=O)NCc3ccco3)cc3c(=O)n4ccccc4nc32)cc1OC | 1.6% | -0.1% | . | . | . | . | . | 0.0 | -2.5%
CN(C)CCNc1nc(-c2ccccc2)nnc1C(F)(F)F | 2.3% | 0.1% | 1.4 | -2.5% | -5.3 | -0.6 | 4.5 | -6.1 | -1.1%
O=C(NNC(=O)c1csc(-c2cccnc2)n1)c1ccccc1 | 8.8% | 2.1% | 1.6 | 1.8% | -0.5 | 5.8 | 14.0 | -0.8 | 1.9%
O=C1C2C(c3cccc(/C=C/c4ccccc4)c3)CC=CC2C(c2ccc(C(F)(F)F)cc2)N1Cc1ccccc1 (stereo not drawn) | 0.0% | 2.1%&3.3% | 4.8 | 0.7% | -3.8 | 10.7 | 36.1 | 0.5 | 4.4%&1.9%
O=[N+]([O-])c1cc(Cl)cc(/C=N/NC(=S)Nc2cc(S(=O)(=O)N3CCOCC3)ccc2Cl)c1O | 2.6% | 0.4% | -1.2 | -1.3% | -2.1 | 11.3 | -7.1 | -9.8 | 3.8%
CCc1ccc(CN2CCCC(C(=O)Nc3ccc(-c4cscn4)cc3)C2)o1 (stereo not drawn) | -21.5% | -0.3% | 3.9 | -1.4% | -0.2 | . | 13.4 | -4.8 | -2.7%
CC1=CC(C)(C)[N+](C)=CN1c1ccccc1 | -2.7% | -22.7% | 1.9 | 2.9% | -1.4 | -0.9 | -21.7 | -16.4 | -3.0%
CCOC(=O)CSc1nnc(CNc2ccccc2Cl)n1-c1ccccc1 | -1.4% | 1.9% | 4.7 | 1.3% | -2.5 | -5.4 | 5.0 | -7.2 | -2.3%
C=CCn1c(C)cc(C(=O)COC(=O)c2ccc(N)c([N+](=O)[O-])c2)c1C | -2.3% | -0.4% | 10.4 | 0.2% | -5.9 | 3.4 | 39.9 | 0.3 | -3.3%
CN(CC(=O)Nc1ccccc1Cl)C(=O)CCc1nc2ccccc2c(=O)[nH]1 | -30.8% | -5.5% | 3.5 | 1.3% | -6.9 | -5.8 | -3.0 | -5.1 | -1.4%
CCOC(=O)/C=C1\Nc2ccccc2OC1=O | -9.0% | -8.7% | 5.1 | 0.4% | -4.2 | -0.5 | 7.3 | 12.1 | 3.4%

Next entries follow.
SMILES | Vif-APOBEC3F blk | Vif-A3G inh | D1 ag | RXFP1 ag | D1 PAM | D2 potentiator | D1 antag | LDHA inh | Glioma ERSR ind
Nc1nnnn1/N=C/c1cccc(OCc2ccccc2Cl)c1 | 2.9% | -0.5% | 4.4 | 1.0% | -4.6 | 3.1 | -25.6 | -8.2 | -2.4%
CCCCN1CC(C)(C)Oc2cccc(F)c2S1(=O)=O | 8.5% | 3.0% | . | . | . | . | . | -3.3 | -4.0%
Cc1ccc(C)c(S(=O)(=O)N2CCN(C(=O)c3sccc3C)CC2)c1 | 3.9% | 2.6% | 1.7 | 0.7% | -1.6 | -3.0 | 1.0 | 3.5 | -1.6%
CCC(C)NC(=O)COC(=O)c1ccccc1OCC(=O)Nc1ccc(Br)cc1 (stereo not drawn) | -22.1% | 1.9%&3.8% | 2.0 | 0.2% | -6.2 | 5.2 | 20.9 | 1.4&2.4 | -0.7%&-0.5%
C#CCOC(=O)C(NC(=O)c1ccccc1)=C1CCCCC1 | 5.7% | -4.0% | 1.1 | -0.1% | -3.2 | -2.2 | -0.9 | -6.7 | -3.0%
CCCCCOc1ccc(C(=O)CCN2CCOCC2)cc1 | 4.8% | -21.7% | 3.7 | 0.7% | -8.9 | -1.7 | -23.0 | -2.9 | ?
CC(NCc1ccccc1OC1CCCC1)c1ccccc1 (stereo not drawn) | 0.8% | -0.7% | 14.7 | 0.0% | 0.5 | -12.8 | 6.7 | 0.0 | -5.1%
Cc1ccc(CNC(=O)c2nn(C)c3c2CS(=O)(=O)c2ccccc2-3)cc1 | 1.1%&-7.9% | -6.8%&-3.8% | 2.4&0.2 | 2.0%&1.5% | -2.0&-2.1 | -10.6&-2.9 | -11.1&4.9 | -4.2&-4.1 | -2.7%&-2.6%
CCN1CCN(C(=O)c2cc3c(=O)n4ccccc4nc3s2)CC1 | -9.2% | -0.5% | 8.0 | ? | . | 0.6 | -0.7 | -5.7 | 4.9%
Cc1c(Cl)cccc1-c1ccc(C(=O)N2CCN(c3ccc([N+](=O)[O-])cc3)CC2)o1 | 1.0% | -3.7% | 2.1 | 1.6% | -2.0 | 7.5 | -22.2 | -4.8 | -2.6%
O=C(O)CCn1nnc(-c2cccs2)n1 | -1.9% | 0.3% | 6.8 | 1.8% | -11.3 | 0.4 | -18.2 | -6.2 | 0.1%
NC(=O)c1oc2ccccc2c1NC(=O)C1CC(=O)N(c2ccccc2)C1 (stereo not drawn) | 9.9% | -0.2% | 2.7 | 0.3% | -4.4 | -2.6 | -9.1 | -2.8 | -5.0%
CNC(=S)N1N=C(c2ccc(Br)cc2)CC1c1ccc(Br)cc1 (stereo not drawn) | -3.3% | -6.9% | 2.4 | 3.3% | -3.3 | 3.3 | 10.9 | -8.2 | -2.4%
O=C(NC(=S)NCc1ccc(Cl)cc1Cl)c1ccco1 | -12.8% | -8.2% | . | . | . | . | . | -2.7 | 0.3%
CCc1nnc(NC(=O)CCS(=O)(=O)c2ccccc2)s1 | 6.8% | 5.4% | 3.6 | 2.5% | -8.9 | -3.2 | 1.6 | 1.2 | 1.2%
CC(=O)Nc1cc(C(=O)N2CCN(C)CC2)ccc1Sc1ccc(C)cc1 | 0.3% | -0.8% | 1.1 | -0.1% | 5.8 | 7.7 | 1.8 | -0.4 | -3.1%
CC(C)c1ccc(NC(=O)C2Cc3ccccc3N2C(=O)c2ccccc2)cc1 (stereo not drawn) | -8.7% | -1.3% | 1.9 | -0.9% | -0.7 | 6.9 | 11.9 | 0.9 | 1.0%
O=C(COC(=O)c1cc(S(=O)(=O)N2CCOCC2)ccc1Cl)NCCc1ccccc1 | 1.6% | -3.0% | 2.4 | 1.3% | -6.2 | 1.1 | -27.8 | -9.6 | -3.9%
COc1ccc(/C=C2/SC(=O)NC2=O)cc1 | 3.8% | 0.9% | -1.4 | 0.8% | 0.7 | -1.6 | -3.9 | -3.8 | -5.6%
CC(C)(O)CC[C@H](OC(=O)c1ccccc1)[C@](C)(O)[C@H]1CC[C@@]2(O)C3=CC(=O)[C@@H]4C[C@@H](O)[C@H](O)C[C@]4(C)C3CC[C@]12C (stereo partly drawn) | -6.5% | 3.1% | 0.2 | -0.2% | -4.2 | . | -0.8 | -3.3 | -3.3%

An excerpt from above in order of the D1 antag value, highest first:
smiles,Vif-APOBEC3F blk,D1 ag,D1 PAM,D2 potentiator,D1 antag,LDHA inh,Glioma ERSR ind
Cc1ccc(C)c(S(=O)(=O)N2CCN(C(=O)c3sccc3C)CC2)c1,3.9%,1.7,-1.6,-3.0,1.0,3.5,-1.6%
C#CCOC(=O)C(NC(=O)c1ccccc1)=C1CCCCC1,5.7%,1.1,-3.2,-2.2,-0.9,-6.7,-3.0%
NC(=O)c1oc2ccccc2c1NC(=O)C1CC(=O)N(c2ccccc2)C1 (stereo not drawn),9.9%,2.7,-4.4,-2.6,-9.1,-2.8,-5.0%
